Pf Dd2 inh: P. falciparum Dd2 growth inhibition; AID 1159554; SYBR Green, 72 h; active compounds read low; activity change, % at 10 µM; 94,000 compounds, 2.3% hits; in the data active means activity change below about -80%
Tcruzi prolif: blocks T. cruzi growth in NIH3T3 culture; T. cruzi beta-gal in NIH3T3, GalScreen luminescence, 90 h; inhibition, % at 8.34 µM; 77,000 compounds, 5.9% hits;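 active means mean inhibition above about 93%, with at least 55% of replicates each passing it, limit read from the data, passing the limit was not always enough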
C diff growth: C. difficile growth inhibition; Clostridium difficile clinical isolate growth, OD600, 24 h; active compounds read low; growth activity, negative = inhibition, % at 16 µg/mL (by protocol); 86,000 compounds, 0.25% hits; AID 1259249;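 active means mean growth activity at or below -80% and every replicate also at or below -80%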;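 further: 0% = DMSO wells and -100% = levofloxacin 16 µg/mL wells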
GASC1 inh: KDM4C (human) demethylase inhibition. Q9H3R0. GST-KDM4C 2-372, H3K9me3 peptide, LANCE TR-FRET. inhibition, % at 12.5 µM. 96,000 compounds, 0.15% hits. AID 720574;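 active means mean replicate inhibition above about 25%, with at least 55% of replicates also reaching it, limit read from the data, passing the limit was not always enough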
Target sequence (Q9H3R0 2-372 limits assumed): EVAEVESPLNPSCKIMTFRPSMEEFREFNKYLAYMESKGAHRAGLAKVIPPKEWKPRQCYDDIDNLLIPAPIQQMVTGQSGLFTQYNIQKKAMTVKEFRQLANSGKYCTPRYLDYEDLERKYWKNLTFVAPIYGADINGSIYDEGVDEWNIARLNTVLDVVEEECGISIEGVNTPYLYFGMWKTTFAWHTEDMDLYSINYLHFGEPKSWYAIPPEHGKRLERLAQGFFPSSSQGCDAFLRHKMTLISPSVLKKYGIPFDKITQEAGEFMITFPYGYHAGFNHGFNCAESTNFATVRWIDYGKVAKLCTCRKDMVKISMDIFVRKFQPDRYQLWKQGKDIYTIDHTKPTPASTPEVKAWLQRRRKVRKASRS
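material = GST-tagged GASC-1 (JMJD2C) catalytic fragment, aa 2-372 | amount = enzyme final amount 10 nM | medium = HEPES buffer, pH 7.5, plus ascorbate | also added = H3K9me3 peptide substrate, Fe(II), 2-oxoglutarate | dosing = single dose | times = 30 min demethylation and 1 h detection at room temperature | detection = LANCE TR-FRET | read-out basis = Fall in 671/618 emission ratio as inhibition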
* hit, by the source's call; & = joins results of further samples.

COc1ccc2c3c([nH]c2c1)[C@H](CO)N(Cc1nccs1)CC31CN(C(=O)C2CCC2)C1 was read as Pf Dd2 inh -18.4, C diff growth 1.9 and GASC1 inh -0.2.
Screening O=C(Nc1cccc(Cl)c1)N1C[C@@H]2[C@H](c3ccccc31)[C@H](CO)N2Cc1ccncc1 returned Pf Dd2 inh -12.8, Tcruzi prolif 70.1, C diff growth -4.8 and GASC1 inh -1.3.
`CN(C)C(=O)c1ccc(-c2ccc([C@@H]3[C@H](CO)N4CCCCN(Cc5cccnc5)C[C@@H]34)cc2)cc1` gave Pf Dd2 inh -21.5, Tcruzi prolif 83.3, C diff growth -0.9 and GASC1 inh -0.9.
Screening C[C@H]1CN([C@@H](C)CO)C(=O)c2cccc(NC(=O)Nc3ccc(C(F)(F)F)cc3)c2O[C@H]1CN(C)C(=O)Nc1ccccc1 returned Pf Dd2 inh -35.6, Tcruzi prolif 76.1, C diff growth 60.5 and GASC1 inh -3.1.
COc1ccc(CN(C)C[C@@H]2Oc3c(NS(=O)(=O)c4ccc(F)cc4)cccc3C(=O)N([C@H](C)CO)C[C@@H]2C)cc1 was read as Pf Dd2 inh -10.5, Tcruzi prolif 20.6, C diff growth 1.5 and GASC1 inh 0.7.
Screening C[C@H](CO)N1C[C@H](C)[C@H](CN(C)S(=O)(=O)c2ccc(C(F)(F)F)cc2)OCc2ccccc2-c2c(n(C)c3ccccc23)C1=O returned Pf Dd2 inh -93.9*, C diff growth -0.6 and GASC1 inh 0.3.
Screening CO[C@H]1CN(C)C(=O)c2cc(NS(=O)(=O)c3c(C)noc3C)ccc2OC[C@@H](C)NC[C@@H]1C returned Pf Dd2 inh 30.1, Tcruzi prolif 19.0 and GASC1 inh -1.4.
Screening CCCC#Cc1cnc2c(c1)C(=O)N([C@@H](C)CO)C[C@@H](C)[C@@H](CN(C)CCC)O2 returned Pf Dd2 inh -62.1, Tcruzi prolif 60.6, C diff growth 0.1 and GASC1 inh -1.3.
For O=C(CCN1CCCCC1)NCC[C@H]1CC[C@H](NC(=O)C2CCOCC2)[C@H](CO)O1 the results were Pf Dd2 inh 5.6, Tcruzi prolif 43.9, C diff growth -4.2 and GASC1 inh 1.4.
O=C(Nc1ccc2c(c1)OCO2)N[C@H]1CC[C@H](CCNC(=O)C2CCOCC2)O[C@@H]1CO was read as C diff growth 1.6 and GASC1 inh 0.9.

Pulled one by one from above (3):
O=C(Nc1ccc2c(c1)OCO2)N[C@H]1CC[C@H](CCNC(=O)C2CCOCC2)O[C@@H]1CO was read as C diff growth 1.6 and GASC1 inh 0.9.
Screening O=C(Nc1cccc(Cl)c1)N1C[C@@H]2[C@H](c3ccccc31)[C@H](CO)N2Cc1ccncc1 returned Pf Dd2 inh -12.8, Tcruzi prolif 70.1, C diff growth -4.8 and GASC1 inh -1.3.
COc1ccc(CN(C)C[C@@H]2Oc3c(NS(=O)(=O)c4ccc(F)cc4)cccc3C(=O)N([C@H](C)CO)C[C@@H]2C)cc1 was read as Pf Dd2 inh -10.5, Tcruzi prolif 20.6, C diff growth 1.5 and GASC1 inh 0.7.

The results go on:
Screening CS(=O)(=O)Nc1ccc2c(c1)[C@@H]1C[C@@H](CC(=O)NCc3ccc(-c4ccccc4)cc3)O[C@@H](CO)[C@@H]1O2 returned Pf Dd2 inh -15.4, Tcruzi prolif -40.9, C diff growth -1.7 and GASC1 inh -0.8.
For C[C@@H]1CCCCO[C@H](CN(C)S(C)(=O)=O)[C@@H](C)CN([C@@H](C)CO)C(=O)c2cc(NC(=O)Nc3cccc4ccccc34)ccc2O1 the results were Pf Dd2 inh -47.2, Tcruzi prolif 1.0, C diff growth 2.7 and GASC1 inh 2.2.
`CO[C@H]1CN(C)C(=O)c2ccc(NC(C)=O)cc2OC[C@H](C)N(CCC(F)(F)F)C[C@@H]1C` gave Pf Dd2 inh -0.7, C diff growth -6.9 and GASC1 inh 0.0.
Screening O=C(Nc1cccc(Cl)c1)N[C@H]1CC[C@@H](CCNC(=O)C2CCC2)O[C@H]1CO returned Pf Dd2 inh 12.7, C diff growth -0.3 and GASC1 inh 0.2.
Screening CCC(=O)N1[C@H](C#N)[C@H](c2ccccc2-c2ccccc2)[C@@H]1CO returned Pf Dd2 inh 18.2 and C diff growth 0.8.
Screening C/C=C/c1ccc2c(c1)O[C@@H](CN(C)C(=O)c1ccccc1)[C@@H](C)CN([C@H](C)CO)S2(=O)=O returned Pf Dd2 inh 8.7, C diff growth 6.4 and GASC1 inh -1.5.
Screening C[C@H](CO)N1C[C@H](C)[C@H](CN(C)C(=O)Nc2cccc(C(F)(F)F)c2)OCc2ccccc2-c2c(n(C)c3ccccc23)C1=O returned Pf Dd2 inh -53.0, C diff growth 55.1 and GASC1 inh -3.5.
For O=C(C[C@H]1CC[C@@H]2[C@H](COC[C@H](O)CN2Cc2ccc(Oc3ccccc3)cc2)O1)Nc1nccs1 the results were Pf Dd2 inh -31.1, Tcruzi prolif 133.1*, C diff growth 70.6&61.9 and GASC1 inh 2.3.
For C[C@@H]1CN([C@H](C)CO)C(=O)c2cc(-c3cccc(C#N)c3)cnc2O[C@@H]1CN(C)Cc1cncnc1 the results were Pf Dd2 inh 28.5, Tcruzi prolif -45.5, C diff growth 4.7 and GASC1 inh 0.4.
`COc1ccc(C#Cc2cnc3c(c2)C(=O)N([C@H](C)CO)C[C@H](C)[C@H](CN(C)C(=O)c2ccccc2F)O3)cc1` gave Pf Dd2 inh -83.7*, Tcruzi prolif 60.4, C diff growth 9.9 and GASC1 inh -2.0.
`O=C(NCC[C@@H]1CC[C@H](NS(=O)(=O)Cc2ccccc2)[C@H](CO)O1)C1CCC1` gave Pf Dd2 inh 7.5, Tcruzi prolif -13.0 and GASC1 inh 1.8.
CO[C@@H]1CN(C)C(=O)c2ccc(NS(=O)(=O)c3ccccc3)cc2OC[C@@H](C)N(Cc2nccs2)C[C@@H]1C was read as Pf Dd2 inh -15.1, Tcruzi prolif 13.8, C diff growth -2.3 and GASC1 inh 0.2.
For C[C@H](NC(=O)N(C)C[C@H]1OCc2ccccc2-c2ccccc2C(=O)N([C@H](C)CO)C[C@H]1C)c1ccccc1 the results were Pf Dd2 inh 15.0, Tcruzi prolif 25.7, C diff growth -1.8 and GASC1 inh 0.3.
For Cc1cc(C(=O)Nc2cccc3c2O[C@H](CN(C)S(=O)(=O)c2ccc(F)cc2)[C@@H](C)CN([C@H](C)CO)C3=O)n(C)n1 the results were Pf Dd2 inh 18.1, Tcruzi prolif 41.5, C diff growth 0.9 and GASC1 inh 0.6.
Screening CCCC(=O)Nc1ccc2c(c1)OC[C@H](C)N(C(=O)c1ccccn1)C[C@H](C)[C@@H](OC)CN(C)C2=O returned Pf Dd2 inh -1.1, Tcruzi prolif 39.3 and GASC1 inh 0.1.
For C[C@@H]1CN([C@@H](C)CO)C(=O)c2cc(-c3ccc(C#N)cc3)cnc2O[C@@H]1CN(C)C(=O)CN(C)C the results were Pf Dd2 inh 20.6, Tcruzi prolif 60.9, C diff growth 8.1 and GASC1 inh 19.3.
`O=C(Cc1ccncc1)N1CC(=O)N2[C@H](CO)[C@H](c3ccc(C4=CCCC4)cc3)[C@@H]2C1` gave Pf Dd2 inh -1.5, C diff growth 0.9 and GASC1 inh 2.3.
For O=C(CC(F)(F)F)N1C[C@@H]2[C@H](c3ccccc31)[C@@H](CO)N2C(=O)C1CCCC1 the results were Pf Dd2 inh -3.9, Tcruzi prolif 9.1, C diff growth -3.9 and GASC1 inh -2.8.
`CN(C)CC#Cc1ccc([C@H]2[C@H]3CN(C(=O)NC4CCCC4)CCCCN3[C@H]2CO)cc1` gave Pf Dd2 inh -48.9, Tcruzi prolif 27.1, C diff growth 1.2 and GASC1 inh 3.3.
Screening Cc1noc(C)c1NC(=O)Nc1cccc2c1O[C@H](CN(C)C(=O)Nc1cccc3ccccc13)[C@H](C)CN([C@@H](C)CO)C2=O returned Pf Dd2 inh -68.8, Tcruzi prolif 23.4, C diff growth 7.6 and GASC1 inh 1.5.
`CCCNC(=O)N1CCC2(CC1)CN(C(=O)CC1CC1)[C@@H](CO)c1c2c2ccc(OC)cc2n1C` gave Pf Dd2 inh 1.3 and C diff growth 9.7.
For COCCNC(=O)C[C@H]1C[C@@H]2c3cc(NS(=O)(=O)c4ccc(F)cc4)ccc3O[C@@H]2[C@@H](CO)O1 the results were Pf Dd2 inh 7.4, Tcruzi prolif -4.6, C diff growth -4.9 and GASC1 inh -1.0.
`COc1ccccc1NC(=O)Nc1ccc2c(c1)OC[C@H](C)NC[C@@H](C)[C@H](OC)CN(C)C2=O` gave Pf Dd2 inh 17.5, Tcruzi prolif -11.3 and GASC1 inh 0.6.
CC(C)NC(=O)N(C)C[C@H]1Oc2cc(C3=CCCC3)ccc2S(=O)(=O)N([C@H](C)CO)C[C@H]1C was read as Pf Dd2 inh 4.6, Tcruzi prolif -10.9, C diff growth 2.4 and GASC1 inh -1.8.
`C[C@H](CO)N1C[C@H](C)[C@@H](CN(C)Cc2cccnc2)Oc2ncc(-c3ccc(F)cc3)cc2C1=O` gave Pf Dd2 inh 9.9, Tcruzi prolif 5.0, C diff growth -1.5 and GASC1 inh 5.6.
Screening C[C@H]1CN([C@@H](C)CO)C(=O)c2cc(/C=C/c3ccccc3)cnc2O[C@@H]1CN(C)C(=O)Nc1ccccc1F returned Pf Dd2 inh -71.5, Tcruzi prolif 125.7*, C diff growth -12.3 and GASC1 inh -1.6.
COc1cccc(S(=O)(=O)N2CCCCN3[C@H](CO)[C@@H](c4ccc(C#CC(C)C)cc4)[C@H]3C2)c1 was read as Pf Dd2 inh -37.6, Tcruzi prolif 82.4, C diff growth 21.0 and GASC1 inh 0.0.
`CNC[C@H]1Oc2ccc(NS(=O)(=O)c3ccc(F)cc3)cc2C(=O)N([C@@H](C)CO)C[C@H]1C` gave Pf Dd2 inh 26.6, Tcruzi prolif -37.1, C diff growth 1.3 and GASC1 inh -0.3.
Screening COc1ccc(S(=O)(=O)N(C)C[C@H]2Oc3ccc(NC(=O)Nc4ccccc4)cc3C(=O)N([C@@H](C)CO)C[C@H]2C)cc1 returned Pf Dd2 inh 12.5, Tcruzi prolif 28.7, C diff growth -5.1 and GASC1 inh -1.0.
`Cc1noc(C)c1NC(=O)N[C@@H]1C=C[C@H](CC(=O)N2CCCCC2)O[C@H]1CO` gave Pf Dd2 inh -55.5, Tcruzi prolif -11.7, C diff growth 4.5 and GASC1 inh -0.9.
Screening CC(=O)N(C)C[C@@H]1Oc2ncc(C#C[C@@H](C)O)cc2C(=O)N([C@H](C)CO)C[C@H]1C returned Pf Dd2 inh 17.0, Tcruzi prolif 27.8, C diff growth 1.1 and GASC1 inh 1.1.
Screening C[C@H](NC(=O)C[C@@H]1CC[C@@H](NC(=O)c2cccnc2)[C@H](CO)O1)c1ccccc1 returned Pf Dd2 inh -3.1, Tcruzi prolif -18.3 and GASC1 inh 0.2.
Screening COc1ccc(CNC(=O)C[C@H]2CC[C@H]3[C@H](COc4ccc(NC(=O)C(C)C)cc4C(=O)N3C)O2)cc1 returned Pf Dd2 inh 5.5, Tcruzi prolif 23.6 and GASC1 inh 0.4.
For C[C@H]1CN([C@@H](C)CO)C(=O)c2cccc(NC(=O)c3nc4ccccc4s3)c2O[C@@H]1CN(C)Cc1ccc(C(=O)O)cc1 the results were Pf Dd2 inh -8.4, Tcruzi prolif 25.4, C diff growth -2.7 and GASC1 inh 0.7.
`Cc1ccc(S(=O)(=O)N2C[C@@H](O)COC[C@@H]3O[C@H](CC(=O)N[C@@H]4CCN(Cc5ccccc5)C4)CC[C@H]32)cc1` gave Pf Dd2 inh -28.3, Tcruzi prolif 15.0 and GASC1 inh 1.2.
Screening C[C@H](CO)N1C[C@H](C)[C@H](CN(C)C(=O)Nc2ccc(F)cc2)OCCCC[C@H](C)Oc2ccc(NC(=O)Cc3ccccc3)cc2C1=O returned Pf Dd2 inh 4.5, Tcruzi prolif 104.3*, C diff growth -0.6 and GASC1 inh -1.4.
For O=C(C1CCCC1)N1C[C@H]2[C@@H](c3ccccc31)[C@@H](CO)N2C(=O)Cc1ccccn1 the results were Pf Dd2 inh -14.0, Tcruzi prolif 51.5, C diff growth 3.2 and GASC1 inh 1.1.
Screening Cc1ccc(S(=O)(=O)Nc2ccc3c(c2)C(=O)N([C@@H](C)CO)C[C@@H](C)[C@@H](CN(C)C(=O)NC(C)C)OCCCC[C@@H](C)O3)cc1 returned Pf Dd2 inh -12.1, Tcruzi prolif 8.7, C diff growth 9.8 and GASC1 inh -0.3.
O=C(c1cccc(F)c1)N1CCCCN2[C@@H](CO)[C@H](c3ccc(-c4cncnc4)cc3)[C@@H]2C1 was read as Pf Dd2 inh 35.5, Tcruzi prolif 83.5, C diff growth -14.8 and GASC1 inh -1.0.
COc1ccc2c3c([nH]c2c1)[C@H](CO)N(C(=O)c1ccc(F)cc1)CC31CN(C(=O)CC2CC2)C1 was read as Pf Dd2 inh 3.4, C diff growth -4.2 and GASC1 inh -0.4.
For CC(=O)N1CC2(C1)[C@@H](c1ccccc1)[C@H](CO)N2C(=O)Cc1ccccc1 the results were Pf Dd2 inh 36.4, C diff growth -4.8 and GASC1 inh 4.4.
